Kir21 inh – blocks the mouse Kir2.1 inward-rectifier potassium channel; B-score at 10 µM; P35561; AID 1672; HEK293-Kir2.1, FluxOR thallium flux fluorescence; stronger effect = lower value; 310,000 compounds, 0.85% hits;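 active = fluorescence ratio B-score at or below minus 3 SD of library scores, with starting-brightness B-score within 2 SD, cut at about -4.2 in these data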;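 note: channel flux triggered by added potassium and thallium sulfate stimulus; B-score of peak minus minimum fluorescence over baseline after thallium stimulus; more negative B-score means stronger Kir2.1 block with less thallium influx; some compounds called inactive have numbers as strong as hits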
Target sequence (P35561 whole entry, looked up): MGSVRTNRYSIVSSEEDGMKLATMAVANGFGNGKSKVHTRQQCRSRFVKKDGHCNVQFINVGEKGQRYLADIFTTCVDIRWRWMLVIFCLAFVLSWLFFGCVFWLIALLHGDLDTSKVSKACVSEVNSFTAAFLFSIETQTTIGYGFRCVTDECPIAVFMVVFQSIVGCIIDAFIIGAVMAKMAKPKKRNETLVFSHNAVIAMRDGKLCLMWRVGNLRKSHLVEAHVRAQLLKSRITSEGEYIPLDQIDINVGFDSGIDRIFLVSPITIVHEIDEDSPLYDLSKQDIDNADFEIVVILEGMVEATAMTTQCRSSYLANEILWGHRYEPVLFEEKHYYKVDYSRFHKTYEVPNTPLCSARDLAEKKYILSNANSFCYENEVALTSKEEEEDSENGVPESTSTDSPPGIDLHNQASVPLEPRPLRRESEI
CHT inh – human CHT choline transport inhibition. CHT-expressing cells, membrane potential dye, choline response; stronger effect = lower value. B-score at 10 µM. 310,000 compounds, 0.86% hits. AID 488975;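 active = B-score over 3 SD under the library average, and starting fluorescence ratio not unusually high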;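 note: choline stimulus applied at its EC90 after an EC20 pre-addition; B-score computed on integrated fluorescence ratio after choline addition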
Target sequence (Q9GZV3 whole entry, looked up): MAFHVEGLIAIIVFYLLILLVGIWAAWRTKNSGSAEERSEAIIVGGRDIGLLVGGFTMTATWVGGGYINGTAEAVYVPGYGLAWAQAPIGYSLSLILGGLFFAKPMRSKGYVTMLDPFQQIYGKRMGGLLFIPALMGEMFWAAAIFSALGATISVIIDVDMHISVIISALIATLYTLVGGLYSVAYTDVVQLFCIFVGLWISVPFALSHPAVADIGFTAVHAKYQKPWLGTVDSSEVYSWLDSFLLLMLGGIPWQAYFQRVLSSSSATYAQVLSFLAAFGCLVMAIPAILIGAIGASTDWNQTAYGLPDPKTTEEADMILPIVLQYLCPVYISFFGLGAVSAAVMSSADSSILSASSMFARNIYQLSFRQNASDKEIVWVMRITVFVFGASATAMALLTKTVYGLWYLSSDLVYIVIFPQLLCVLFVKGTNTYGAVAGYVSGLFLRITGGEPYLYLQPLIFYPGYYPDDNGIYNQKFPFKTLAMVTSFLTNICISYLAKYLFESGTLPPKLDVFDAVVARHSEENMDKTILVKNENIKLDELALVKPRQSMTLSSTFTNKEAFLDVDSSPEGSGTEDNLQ
KCNQ2 block – KCNQ2 potassium channel inhibitors, primary screen, cell-based, CHO-K1, FluxOR thallium flux, B-score (AID 2156); O88943; 20 min; stronger effect = lower value; B-score at 10 µM; 310,000 compounds, 1.1% hits;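 active = fluorescence ratio B-score at most minus 3 library SDs, with starting brightness B-score within 2 library SDs, cut at about -5.5 in these data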
* = called active by the depositor; i = inactive; . = not tested or not shown. An unsorted share of the library. Share with any hit: about 2.6%.

SMILES | Kir21 inh | CHT inh | KCNQ2 block
CN1CCN(c2ccc(S(=O)(=O)N3CCOCC3)cc2NC(=O)CCc2ccccc2)CC1 | -0.77 | i | i
CCC(C)NC(=O)c1ccccc1NC(=O)C1COc2ccccc2O1 (stereo unspecified) | 0.36 | i | i
CC(=O)Nc1ccc(OCc2nnc(-c3ccc(Cl)cc3)o2)cc1 | 0.15 | i | i
Cn1nnc2cc(C(=O)N3CCCCCC3)ccc21 | -0.86 | i | i
CCc1nnc(NC(=O)C2CSC3(C)CCC(=O)N23)s1 (stereo unspecified) | 0.57 | i | i
O=C(NNC(=O)c1oc2ccccc2c1-n1cccc1)c1ccco1 | 1.3 | i | i
CC(=O)c1ccccc1NC(=O)c1ccc(N2CCCC2=O)cc1 | 0.18 | i | i
O=C(NCC1CCN(c2ccc(S(=O)(=O)N3CCOCC3)cc2)CC1)c1ccc(Cl)cc1 | 0 | i | i
Cc1nnc(NC(=O)C2CC(=O)N(C(C)c3ccccc3)C2)s1 (stereo unspecified) | 3.5 | i | i
Cc1cccc(C)c1NC1=C(Cl)C(=O)OC1OC(=O)c1ccccc1 (stereo unspecified) | -0.65 | i | i
CC1CCc2nc(NC(=O)CCSc3ccccc3)sc2C1 (stereo unspecified) | 0.75 | i | i
Cc1cc(-c2nnc(SCC(=O)NC3CCCC3)o2)no1 | 0.07 | i | i
CN(C)CCCN1C(=O)C2CCc3[nH]c4ccccc4c3C2C1=O (stereo unspecified) | -0.93 | i | i
O=c1c(-c2ccccc2)coc2c(CN3CCOCC3)c(O)ccc12 | -0.5 | i | i
CO/N=C(/CS(=O)Cc1ccc(Cl)cc1)c1ccc(Cl)cc1 (stereo unspecified) | -0.06 | i | i
O=C1COc2ccccc2CN1 | 0.41 | i | i
S=C(Nc1ccc(Cl)cc1)Nc1ccc2c(c1)OCCO2 | 0.42 | i | i
COc1ccccc1CNC(=S)NCc1ccc(Cl)cc1 | -3.1 | i | i
CC(=O)Nc1ccc(NC(=O)COc2ccc(S(=O)(=O)N3CCCC3)cc2C)cc1 | -0.61 | i | i
Cc1cc2ncn(C(=O)N3CCOCC3)c2cc1C | 0.61 | i | i
O=C(c1ccc(N2C(=O)c3ccccc3C2=O)cc1)N1CCCCC1 | -2 | i | i
COC(=O)CN1C(=O)[C@H]2[C@@H](c3ccc(C)o3)N3C(=O)CN(CC4CC4)C(=O)[C@@]3(Cc3ccccc3)[C@H]2C1=O | -0.02 | i | i
O=C(NCc1cccnc1)c1ccccc1-c1nc(-c2ccccc2)no1 | 0.23 | i | i
COC(C(=O)Nc1ccc(C(C)=O)cc1)c1ccccc1 (stereo unspecified) | 3.5 | i | i
O=C(CCNS(=O)(=O)c1ccc2[nH]c(=O)oc2c1)NCc1ccccc1 | 1.8 | i | i
COc1ccc(NC(=O)c2cc3c(Cl)nc4ccccc4c3s2)c(OC)c1 | -0.07 | i | i
CCOc1ccccc1NC(=O)N1C2CCCC1CC(NC(=O)C1CC1)C2 (stereo unspecified) | -0.09 | i | i
COC(=O)CSc1nc2c(c(-c3ccc(O)cc3)c1C#N)CCCC2 | 0.16 | i | i
CCCOC(=O)c1ccc(N2C(=O)c3ccccc3C2=O)cc1 | 0.73 | i | i
Cc1ccc2nc(-c3ccc(N4C(=N)SC5CS(=O)(=O)CC54)cc3)sc2c1 (stereo unspecified) | -0.74 | i | i
CSc1ccc(/C=C(\NC(=O)c2ccco2)C(=O)N2CCCCC2)cc1 | 1.2 | i | i
CC(=O)Nc1ccc(S(=O)(=O)N2CCSC2c2ccccc2Cl)cc1 (stereo unspecified) | -1.1 | i | i
O=C(NCc1ccc2[nH]c3c(c2c1)CCCC3)N1CCOCC1 | -0.16 | i | i
O=C(NCCCN1CCOCC1)c1cc(C(=O)C2CC2)c[nH]1 | 0.16 | i | i
CN(C)c1ccc(Cl)cc1N | 1.3 | i | i
C=CCc1cccc(CNc2ccc(S(=O)(=O)Nc3nccnc3OC)cc2)c1O | -0.64 | i | i
N#C/C(=N\Nc1ccccc1)C(=N)N1CCCCCC1 | -0.3 | i | i
CCOC(=O)CC(NC(=O)Cn1nnc(-c2ccccc2)n1)c1ccc(OC)cc1 (stereo unspecified) | -1.4 | i | i
O=C(c1ccccc1Cl)N1CCSCC1 | -0.34 | i | i
Nc1ncnc(Sc2ccc(Cl)cc2)c1[N+](=O)[O-] | -0.4 | i | i

Record cards, as listed above.
Record of COC(=O)CSc1nc2c(c(-c3ccc(O)cc3)c1C#N)CCCC2 → Kir21 inh = 0.16; CHT inh = i; KCNQ2 block = i
Record of O=C(c1ccc(N2C(=O)c3ccccc3C2=O)cc1)N1CCCCC1 → Kir21 inh = -2; CHT inh = i; KCNQ2 block = i
Record of CN(C)c1ccc(Cl)cc1N → Kir21 inh = 1.3; CHT inh = i; KCNQ2 block = i

More structures.
SMILES | Kir21 inh | CHT inh | KCNQ2 block
O=[N+]([O-])c1ccc(COc2ccc(-c3[nH]ncc3-c3ccc(Cl)cc3)c(O)c2)cc1 | -0.17 | i | i
COc1cccc(/C=N/NC(=O)c2[nH]nc3c2CCc2ccccc2-3)c1O | 1.2 | i | i
CCOC(=O)CN1C(=O)C(CC)Oc2ccc(Cl)cc21 (stereo unspecified) | -2.1 | i | i
Cc1c(Cl)cccc1NC(=S)NCCc1ccc(Cl)cc1 | -1.9 | i | i
Cc1ccc(C)c(N2C(=O)CC(Cc3ccc(Cl)cc3)C2=O)c1 (stereo unspecified) | -0.07 | i | i
CCC(=O)OC1(C)C(=O)C2=COC(c3ccc(OC)cc3)=CC2=C(Br)C1=O (stereo unspecified) | -0.91 | i | i
CN(C)/C=N/c1c(C#N)cnn1-c1ncnc2sc(-c3ccccc3)cc12 | -2.6 | i | i
CCCCCCOc1ccc(C(=O)O)cc1 | -0.15 | i | i
COc1ccc(C[C@@H]2CN3C(=NC[C@@H]3C)N2CCNC(=O)c2ccc(C)c(Br)c2)cc1 | -0.07 | i | i
Cc1cc(=O)[nH]c(SCC(=O)Nc2ccc(Br)cc2)c1C#N | -3 | i | i
O=[N+]([O-])c1ccc2c(c1)c1ccccc1n2CCO | 0.55 | i | i
CC(C)N=Cc1c(O)[nH]c2ccccc12 | 2.6 | i | i
CCC(C)NC(=O)C1(O)c2ccccc2NC(=O)N1c1ccc(C)c(C)c1 (stereo unspecified) | 0.78 | i | i
COC(=O)C1=C(CS(=O)(=O)c2cc(Cl)ccc2OC)NC(=O)NC1c1ccc(O)c(OC)c1 (stereo unspecified) | -1.2 | i | i
CC(=O)Nc1ccc(S(=O)(=O)Nc2ccccc2N2CCOCC2)cc1Cl | -0.63 | i | i
Cc1ccc(OCC(=O)N/N=C/c2ccccc2)c([N+](=O)[O-])c1 | 1.7 | . | i
COC(=O)c1cc(-c2ccc(Br)cc2)c2c(=O)n(C)c(=O)n(C)c2n1 | 1.2 | i | i
Cc1nc2c3ccccc3nc(NNC(=O)CCC(=O)N3CCC(C)CC3)n2n1 | -0.15 | i | i
CS(=O)(=O)N(CC(=O)N1CCCC1)c1ccccc1Br | -0.27 | i | i
COC(=O)c1[nH]c2ccc(C)cc2c1NC(=O)CN1CCCc2ccccc21 | 0.15 | i | i
CCCCOC(=O)CCCc1ccc([N+](=O)[O-])cc1[N+](=O)[O-] | 0.82 | i | i
CC(C)CN1CCNC(=O)C1CC(=O)NCCCN1CCCc2ccccc21 (stereo unspecified) | 0.18 | i | i
COc1ccc(CCNC(=O)C(C(=O)c2ccccc2)n2cc(Cl)ccc2=O)cc1OC (stereo unspecified) | -0.62 | i | i
O=C(O)CSc1cnc2ccccc2n1 | 0.99 | i | i
COc1ccc(S(=O)(=O)Oc2cc(C(=S)N3CCOCC3)ccc2OC)cc1 | -2 | . | i
Cc1ccc(C2CC(=O)c3cnc(N4CCc5ccccc5C4)nc3C2)cc1 (stereo unspecified) | -0.11 | i | i
S=C(NCCc1ccccc1)N1CCn2cccc2C1c1cccnc1 (stereo unspecified) | 0.17 | i | i
CCCCNC(=O)C(=O)N/N=C/c1cccc(Br)c1 | 0.89 | i | i
COC(=O)c1cn(-c2nc(C)c3c(n2)CCC3)nn1 | -1.6 | i | i
COc1cc(C2=NOC(C(=O)Nc3ccc4c(c3)OCO4)C2)cc(OC)c1OC (stereo unspecified) | -0.92 | i | i
O=C(NC(=S)Nc1ccccn1)c1cccc([N+](=O)[O-])c1 | -0.79 | i | i
O=C(Nc1nc2ccc(S(=O)(=O)N3CCCC3)cc2s1)C1CCCO1 (stereo unspecified) | 0.94 | i | i
O=C(Nc1ccc(Cl)c(Cl)c1)Nc1ccccn1 | -1.3 | i | i
Cc1ccc(-c2cn(-c3ccccc3F)c(=S)[nH]2)cc1 | -1.1 | i | i
Cc1ccccc1CSc1nnc(-c2cccnc2)n1N | 1.6 | i | i
O=C1CCCC(O)=C1N=Nc1cccc(S(=O)(=O)N2CCOCC2)c1 | -1 | i | i
CS(=O)(=O)N(Cc1cccc(CN(C(C(=O)O)c2ccccc2)S(C)(=O)=O)c1)C(C(=O)O)c1ccccc1 (stereo unspecified) | 0.97 | i | i
Cc1cc(N2C(=O)C(O)=C(C(=O)c3ccco3)C2c2cccnc2)no1 (stereo unspecified) | -0.51 | i | i
CCCCCn1c(=O)[nH]c2cc(C(=O)NCCCN3CCCCC3)ccc2c1=O | -0.76 | i | i
Cc1ccc(NC(=O)CN(C)S(=O)(=O)c2cccc3nsnc23)cc1C | 1.2 | i | i
O=C(NCCCN1CCOCC1)c1cc2ccccc2o1 | 0.31 | i | i
COc1ccc(NC(=O)CSc2ccc3nnc(-c4ccccn4)n3n2)cc1OC | -0.3 | i | i
CCN(CC(=O)Nc1ccc(NC(C)=O)cc1)C(=O)c1cc(C)on1 | -1.1 | i | i
Cc1cc(C)n2nc3nc(N4CCCC4)nc(-c4ccccc4)c3c2n1 | -0.75 | i | i
COc1ccc(NS(=O)(=O)c2ccc(NC(C)=O)cc2)nn1 | -0.41 | i | i
COc1cc(Cn2cnnn2)ccc1O | -0.07 | i | i
CCOCCCNC(=S)Nc1cc(OCC)c(NC(=O)c2ccco2)cc1OCC | -0.26 | i | i
CCOc1cccc2c1OC1(C)CC2NC(=O)N1c1cccc(C(=O)N2CCN(c3ccccn3)CC2)c1 (stereo unspecified) | -0.01 | i | i
Cc1nc2ccc(Br)cn2c(=O)c1Cl | -0.05 | i | i
Cc1ccc(NC(=S)/N=C(\N)Nc2nc(C)c3cc(C)c(C)cc3n2)cc1C | -0.57 | i | i
CCCn1cnc2cc(NCc3ccc(Br)cc3)ccc21 | -0.84 | i | i
COC(=O)c1ccccc1NC(=O)c1ccccc1OC | -0.05 | i | i
CCn1nc(C(=O)Nc2ccc3nc(C)sc3c2)c2ccccc2c1=O | -1.1 | i | i
CCN1CCN(c2ncc3c(n2)CC(c2cc(OC)c(OC)c(OC)c2)CC3=O)CC1 (stereo unspecified) | -0.04 | i | i
CCC(C)NC(=O)[C@@H]1CSC2c3ccccc3C(=O)N21 (stereo partly specified) | -0.05 | i | i
Cc1cc(Cl)ccc1C(=O)C1CCCN(C(=O)/C=C/c2cnn(C)c2)C1 (stereo unspecified) | -0.05 | i | i
O=C(Nc1ccc(Cl)cn1)Nc1ccccc1Cl | -2.8 | i | i
COc1ccc(C2Nc3cccc4cccc(c34)N2)cc1 | -1 | i | i
Cc1c(-c2ccc(Cl)cc2)oc(=O)c2c(N)n(-c3ccccc3)nc12 | -0.39 | i | i
O=C(Nc1ccc(F)c(F)c1)C1CCCN1S(=O)(=O)c1ccc(F)cc1 (stereo unspecified) | -2.1 | i | i

(further entries)
SMILES | Kir21 inh | CHT inh | KCNQ2 block
Cc1ccc(NC(=O)c2c(C)nc3ccccn23)cc1C | -2 | i | i
CC(C)C(NC(=O)c1ccc(C(C)(C)C)cc1)C(=O)NC1=NCCS1 (stereo unspecified) | 0.27 | i | i
COC(=O)c1[nH]c2ccccc2c1NC(=O)CN1CCN(C/C=C/c2ccccc2)CC1 | -0.19 | i | i
COc1ccc(-n2nc3cc(C)c(NC(=O)C(C)C)cc3n2)cc1 | 0.93 | . | i
c1ccc(-c2nc(NCc3ccco3)c3oc4ccccc4c3n2)cc1 | -0.22 | i | i
Cc1cc(NC(=O)c2cccc(Br)c2)no1 | -1.2 | i | i
CCNNC(=O)C(O)(Cc1ccccc1)Cc1ccccc1 | 0.15 | i | i
Cn1c(SCC(=O)N2CCOCC2)nnc1-c1ccc2ncccc2c1 | 1.5 | i | i
CC1Cc2cc(C3(O)C(=O)c4ccccc4C3=O)ccc2N1 (stereo unspecified) | 0 | i | i
CN(CCOc1ccccc1)Cc1nc2cc(Cl)ccc2c(=O)[nH]1 | 1.4 | i | i

Five consecutive entries out of the list so far, quoted:
SMILES | Kir21 inh | CHT inh | KCNQ2 block
Cc1cc(NC(=O)c2cccc(Br)c2)no1 | -1.2 | i | i
CCNNC(=O)C(O)(Cc1ccccc1)Cc1ccccc1 | 0.15 | i | i
Cn1c(SCC(=O)N2CCOCC2)nnc1-c1ccc2ncccc2c1 | 1.5 | i | i
CC1Cc2cc(C3(O)C(=O)c4ccccc4C3=O)ccc2N1 (stereo unspecified) | 0 | i | i
CN(CCOc1ccccc1)Cc1nc2cc(Cl)ccc2c(=O)[nH]1 | 1.4 | i | i

Screens: PubChem, Johns Hopkins Ion Channel Center
